Source: PubChem (several laboratories)
KKLEB tox – CF airway cell cytotoxicity counter-screen. KKLEB CF airway cells viability, ATPlite luminescence, overnight; stronger effect = lower value; cells stimulated with P. aeruginosa culture filtrate. activity change (cytotoxicity), % at 5 µM. hit rate 0.36% among 360,000. AID 602141;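 active means corrected activity change at or below -50% at 5 µM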
SRC3 inh – inhibitors of human steroid receptor coactivator 3 (SRC3) | Q9Y6Q9 | HEK293 GAL4-SRC3 luciferase reporter, luminescence | inhibition, % at 3.6 µM | hit rate 0.17% among 360,000;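 active means inhibition above a per-campaign cutoff, the mean of all compounds plus 3 SD, cut at about 60% in these data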;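 further: 0% = DMSO-treated cells and 100% = gossypol-treated cells at 36 µM; higher means less SRC3-driven luciferase light from the GAL4 reporter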
Target sequence (Q9Y6Q9 whole entry, looked up, the tested form may be a part): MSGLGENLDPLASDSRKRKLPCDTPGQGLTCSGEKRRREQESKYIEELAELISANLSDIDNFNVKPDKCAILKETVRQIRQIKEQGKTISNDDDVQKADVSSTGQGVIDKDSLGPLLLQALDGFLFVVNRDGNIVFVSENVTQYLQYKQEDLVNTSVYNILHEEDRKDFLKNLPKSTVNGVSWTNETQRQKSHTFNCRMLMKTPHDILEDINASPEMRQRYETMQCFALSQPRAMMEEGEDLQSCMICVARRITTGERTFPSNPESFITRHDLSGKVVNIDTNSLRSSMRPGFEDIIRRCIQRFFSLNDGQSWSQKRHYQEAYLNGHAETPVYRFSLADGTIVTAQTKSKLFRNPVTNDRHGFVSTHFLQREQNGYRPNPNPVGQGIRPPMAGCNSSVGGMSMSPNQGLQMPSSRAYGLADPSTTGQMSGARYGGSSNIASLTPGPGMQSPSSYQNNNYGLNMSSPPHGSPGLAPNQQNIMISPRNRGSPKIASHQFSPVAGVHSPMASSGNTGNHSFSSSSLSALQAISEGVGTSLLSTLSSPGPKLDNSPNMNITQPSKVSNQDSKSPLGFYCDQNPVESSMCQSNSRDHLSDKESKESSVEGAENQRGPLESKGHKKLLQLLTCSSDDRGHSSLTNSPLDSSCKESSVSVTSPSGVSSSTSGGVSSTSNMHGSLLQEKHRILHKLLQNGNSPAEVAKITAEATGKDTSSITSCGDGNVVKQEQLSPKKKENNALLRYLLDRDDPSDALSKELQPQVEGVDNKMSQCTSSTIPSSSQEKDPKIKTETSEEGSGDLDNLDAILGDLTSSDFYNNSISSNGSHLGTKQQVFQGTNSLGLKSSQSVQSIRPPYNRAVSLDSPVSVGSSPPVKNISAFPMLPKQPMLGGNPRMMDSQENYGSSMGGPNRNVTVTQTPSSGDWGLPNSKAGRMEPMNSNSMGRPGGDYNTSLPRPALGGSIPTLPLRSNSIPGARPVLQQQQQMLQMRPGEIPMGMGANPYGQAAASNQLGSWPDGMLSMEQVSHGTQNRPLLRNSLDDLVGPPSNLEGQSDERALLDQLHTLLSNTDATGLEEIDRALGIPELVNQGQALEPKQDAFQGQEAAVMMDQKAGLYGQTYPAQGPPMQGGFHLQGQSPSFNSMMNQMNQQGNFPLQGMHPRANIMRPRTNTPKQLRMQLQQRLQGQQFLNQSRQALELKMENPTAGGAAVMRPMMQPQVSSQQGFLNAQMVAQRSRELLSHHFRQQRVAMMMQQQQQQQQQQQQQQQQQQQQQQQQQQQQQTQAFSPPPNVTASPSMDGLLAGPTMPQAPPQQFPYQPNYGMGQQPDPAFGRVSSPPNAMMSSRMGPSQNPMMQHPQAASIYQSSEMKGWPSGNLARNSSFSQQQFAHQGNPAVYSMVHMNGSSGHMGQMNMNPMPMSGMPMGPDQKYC
EBV LMP1 NFkB – inhibitors of Epstein-Barr LMP1-induced NF-kappaB reporter; LMP1-induced NF-kappaB luciferase reporter cells, luminescence; hit rate 0.69% among 350,000; inhibition, % at 12.5 µM; AID 504558; in the data active means inhibition above about 41%;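 further: 0% = neutral control wells and 100% = reference inhibitor control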
TROY signal inh – blocks TROY-dependent signaling in reporter cells | Q293 LMP1-TROYcd NF-kB luciferase reporter, 4 h | inhibition, % at 10 µM | hit rate 0.98% among 360,000;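 active means compounds whose plate-normalised and pattern-corrected inhibition of the luciferase reporter signal at the single screening dose is 50% or more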
LRH-1 inv ag – NR5A2 inverse agonism in reporter assay | inhibition, % at 3.6 µM | hit rate 0.13% among 360,000 | HEK293T StAR-luciferase reporter, LRH-1 transfected, 24 h;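 active means inhibition above the mean inhibition of all tested compounds plus 3 SD, cut at about 73% in these data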;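 further: 0% = DMSO wells and 100% = reporter-only cells lacking LRH-1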
CF NFkB block – blocks PAF-induced NF-kB reporter in cystic fibrosis cells; KKLEB NF-kB-GFP reporter, GFP fluorescence overnight; inhibition, % at 5 µM; hit rate 0.86% among 360,000;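 active means at least 50% inhibition at 5 µM, scaled per plate between neutral and stimulator controls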;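 further: PAF is a Pseudomonas aeruginosa culture filtrate used as stimulus; plate controls were PAF-stimulated DMSO wells for no effect and unstimulated DMSO wells for full effect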
COUP-TFII inh – inhibitors of human COUP-TFII (NR2F2) | HEK293T NGFI-A luciferase reporter, luminescence | inhibition, % at 8.6 µM | hit rate 0.7% among 370,000 | AID 686940;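 active means inhibition above a per-plate cutoff, mean inhibition of test wells between control levels plus 3 SD, cut at about 38% in these data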;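 further: cells cotransfected with COUP-TFII expression vector driving the NGFI-A reporter; 0% = median of COUP-TF2 test wells and 100% = reporter-only cells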
TWEAK Fn14 block – blocks TWEAK-Fn14 interaction in a reporter cell assay | TWEAK-stimulated Fn14 reporter cells, luciferase luminescence, 8 h | hit rate 2% among 360,000 | AID 1159606 | inhibition, % at 10 µM; in the data active means inhibition above about 50%
Shn3 inh set2 – inhibitors of Schnurri-3 3'UTR reporter in osteoblasts. hit rate 0.52% among 360,000. Clone20 osteoblast Shn3 3'UTR firefly luciferase, 24 h. AID 588674. inhibition, % at 12.5 µM;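 active means mean inhibition of at least 75% with every replicate also reaching 75%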;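 further: 0% = median of neutral control wells and 100% = pilot-screen positive control compound; some compounds past the cut are filed as inactive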
C8 TRAIL sens – sensitizes caspase-8 expressing cells to TRAIL | NB7+C8 cells + TRAIL, ATPlite viability luminescence | inhibition (viability loss, TRAIL sensitization), % at 10 µM | hit rate 1% among 360,000;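 active means compounds causing at least 50% loss of cell viability in the single-dose screen, relative to plate controls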
NCOA1 inh – human NCOA1 inhibition; Q15788; HEK293 GAL4-SRC1 luciferase reporter, luminescence; inhibition, % at 3.6 µM; hit rate 0.12% among 360,000;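 active means inhibition above the campaign mean plus 3 SD, with each screening campaign given its own cutoff, cut at about 60% in these data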;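 further: 0% = DMSO treated cells and 100% = gossypol at 36 µM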
* = called active by the depositor; · = no result given. Only part of the results is shown. The share of hits here may be higher or lower than overall.

SMILES	KKLEB tox	SRC3 inh	EBV LMP1 NFkB	TROY signal inh	LRH-1 inv ag	CF NFkB block	COUP-TFII inh	TWEAK Fn14 block	Shn3 inh set2	C8 TRAIL sens	NCOA1 inh
O=C(NCc1nc2ccccc2[nH]1)C1=C[C@H](c2coc3ccccc3c2=O)C[C@H](OCc2ccc(CO)cc2)O1	-17.6	-25.6	-8.0	-1.9	-24.4	5.0	-3.4	6.0	-8.5	18.0	-17.1
Clc1ccc(-c2noc(CSc3nnc(-c4ccncc4)n3-c3ccccc3)n2)cc1	-26.9	34.7	14.0	49.5	9.7	17.4	64.8*	44.8	56.3	17.1	-3.4
CCCCC(Sc1nc(N)c(NC(=O)c2ccc(OC)cc2)c(=O)[nH]1)C(=O)O (stereo unspecified)	5.2	-7.1	13.6	8.9	3.8	7.3	6.5	2.9	-4.0	-6.7	7.6
O=C(O)c1cc(Nc2cc(Cl)c3nonc3c2[N+](=O)[O-])ccc1O	3.2	-3.7	-1.3	0.1	-6.9	-1.2	6.4	9.4	-15.7	-36.5	0.9
CCC(C(=O)OCC(=O)N1CCN(S(=O)(=O)c2ccc(C)cc2C)CC1)c1ccccc1 (stereo unspecified)	-19.0	1.3	2.8	-3.5	-36.7	17.7	18.9	14.2	19.6	6.0	10.6
Cc1c(O)nc(SC2CC(=O)N(c3ccccc3)C2=O)[nH]c1=O (stereo unspecified)	4.8	9.3	8.8	-3.5	2.1	-1.5	9.7	4.7	3.4	2.4	8.2
N#CCCN(C(=O)COC(=O)C1CCN(S(=O)(=O)c2ccccc2C(F)(F)F)CC1)c1ccccc1	1.0	0.5	-0.2	-13.0	-3.2	7.3	-5.3	-0.7	17.3	2.9	-17.6
O=C(Nc1cc(Cl)cc(Cl)c1)c1cnn2cccnc12	-12.8	-24.1	-3.9	-29.6	-4.8	1.5	2.5	-13.5	-29.7	2.8	-7.2
Cc1cc(C)nc(NS(=O)(=O)c2ccc(NC(=O)c3ccc4c(c3)OCO4)cc2)n1	0.7	-6.5	4.1	·	-24.8	2.7	14.9	-1.0	-3.0	4.9	-0.3
CC(=O)Nc1nonc1-c1ccccc1	-5.6	9.3	-1.3	6.8	-10.0	2.0	-4.0	3.6	-4.0	1.3	-25.4
CCOc1ccc(CC(=O)N2CCN=C2SC)cc1	-2.4	-3.3	-1.7	-11.9	-5.2	-8.1	-0.4	-7.0	0.1	0.0	-2.1
FC(F)(F)c1cccc(-c2nn[nH]n2)c1	16.4	-2.8	-0.5	9.4	12.5	-29.5	3.6	24.9	-1.1	-17.5	-10.7

The final three entries of the part above come first, to join the parts:
SMILES	KKLEB tox	SRC3 inh	EBV LMP1 NFkB	TROY signal inh	LRH-1 inv ag	CF NFkB block	COUP-TFII inh	TWEAK Fn14 block	Shn3 inh set2	C8 TRAIL sens	NCOA1 inh
CC(=O)Nc1nonc1-c1ccccc1	-5.6	9.3	-1.3	6.8	-10.0	2.0	-4.0	3.6	-4.0	1.3	-25.4
CCOc1ccc(CC(=O)N2CCN=C2SC)cc1	-2.4	-3.3	-1.7	-11.9	-5.2	-8.1	-0.4	-7.0	0.1	0.0	-2.1
FC(F)(F)c1cccc(-c2nn[nH]n2)c1	16.4	-2.8	-0.5	9.4	12.5	-29.5	3.6	24.9	-1.1	-17.5	-10.7
Cn1ncc([N+](=O)[O-])c1C(=O)Nc1cc(Cl)ccc1Cl	-12.2	-8.2	1.0	-9.7	11.0	-4.7	-0.3	-23.8	-23.3	12.0	-17.7
Cn1cc(Br)c(C(=O)NNC(=O)c2ccc(Br)cc2)n1	2.5	-57.7	-13.6	-33.4	-110.5	-5.7	-31.4	-13.8	-8.8	5.2	-76.3
CCOC(=O)C1=C(C)NC2=C(C(=O)CC(c3cccs3)C2)C1c1cccs1 (stereo unspecified)	-5.9	22.9	-3.5	8.3	18.5	15.8	31.5	23.1	7.6	-18.4	-8.7
COCCCNC(=S)Nc1ccc(C)cc1	7.4	-19.8	3.9	17.2	3.7	-9.4	-21.6	4.0	-2.4	-0.8	-25.6
Cc1ccc(-n2c(=O)c3sccc3n(CC(=O)N3CCCC3)c2=O)cc1	11.1	12.8	2.7	10.7	10.8	-17.8	1.6	0.8	-12.4	-16.8	15.2
NC(=O)c1c(NC(NC(=O)c2ccco2)C(=O)c2ccc(Cl)cc2)sc2c1CCCC2 (stereo unspecified)	8.2	-28.3	3.1	-14.9	-7.3	-3.2	1.6	-2.4	-11.3	3.5	-14.7
CCN(CC)c1ncc(C#N)c(N)n1	-13.9	4.0	·	-7.7	0.2	2.3	17.1	10.3	-8.6	9.5	16.9
NC(=O)C1=C[C@@H](c2ccc(C(F)(F)F)cc2)C[C@@H](OCCCCO)O1	4.8	0.7	1.7	-21.6	-14.2	-9.5	6.0	8.6	-17.9	-5.3	-27.2
O=C(Nc1nnc(-c2ccccc2F)s1)C1CCN(S(=O)(=O)c2ccc(Cl)cc2)CC1	-21.2	19.1	-22.7	-9.3	18.6	5.5	25.6	-13.9	5.8	-17.1	10.5
CCOC(=O)N1CCC(NC(=O)c2ccc3c(=O)n4c(nc3c2)CCCC4)CC1	3.0	12.5	35.7	0.9	5.7	-14.8	4.6	-15.2	-42.6	6.9	2.8
O=C(CSc1nnc(-c2ccccc2O)o1)Oc1ccc(Br)cc1	1.0	14.9	-2.8	-1.3	-13.4	5.2	8.4	9.1	5.2	-16.0	-4.7
CCN(CC)c1ccc2cc(C#N)c(=O)oc2c1	12.7	0.4	1.9	-16.7	-2.5	-9.8	-25.4	-15.5	8.6	-7.7	8.1
COc1ccc(CCNC(=O)COc2cc(=O)n(C)c3ccccc23)cc1OC	6.5	4.7	-9.8	6.8	-0.8	3.4	-18.1	-7.4	1.9	4.2	-1.0
O=C(O)c1cccnc1SCc1cn2cc(Cl)ccc2n1	11.0	3.5	8.6	-5.0	-0.3	-2.6	0.1	-11.1	-10.6	-16.8	-5.0
Cc1ccc2oc(-c3cc(NC(=O)c4ncn[nH]4)ccc3O)nc2c1	7.1	-14.5	-7.1	-38.4	0.1	-8.4	12.3	-26.5	1.5	9.9	-0.8
Cc1cnc(NC(=O)CSc2nnc(-c3cccs3)n2C)s1	-1.8	9.1	5.5	-13.3	-8.7	-10.5	-5.1	0.6	-11.2	2.7	1.1
CC(C)Cn1c(N)c(C(=O)COC(=O)c2ccc(O)cc2O)c(=O)n(C)c1=O	-4.2	17.1	14.0	2.3	23.6	25.2	-13.5	-10.5	46.4	31.8	-5.4
Nc1ccc(-c2cc3ccccc3oc2=O)cc1	-4.7	64.8*	58.0*	60.4*	56.5	13.0	87.8*	82.2*	76.6	8.3	41.8
COc1ccc2nc(C(F)(F)Cl)c(C#N)c(N)c2c1	5.6	36.2	-7.4	6.9	-5.5	40.6	0.6	49.7	-28.5	27.1	13.9
O=C(Nc1ccc(F)c(Cl)c1)Nc1csc2ccccc12	-28.3	-19.7	-1.1	26.1	-10.9	44.2	-11.3	48.7	-11.0	36.2	-21.7
CSc1ccccc1NC(=O)CN1CCN(c2ccccn2)CC1	5.4	-3.5	2.7	-4.4	-31.0	-4.7	14.6	-6.1	15.4	4.2	14.6
CC(=O)Nc1ccc(NC(=O)c2ccc(NS(=O)(=O)c3cccc4cccnc34)cc2)cc1	7.2	-1.9	-1.6	-18.4	9.3	-2.3	-8.7	5.9	3.5	23.0	8.8
O=C1c2cccc3c(Nc4ccccc4Cl)c([N+](=O)[O-])cc(c23)C(=O)N1CCO	-7.4	-5.1	-3.1	-15.5	30.5	-45.1	-7.4	-2.8	23.2	12.9	-13.9
COc1cccc(CNC(=O)CN2C(=O)CSc3ccc(S(=O)(=O)N4CCOCC4)cc32)c1	5.1	8.0	4.1	-22.9	5.7	-7.8	6.5	3.9	0.3	-4.4	-0.5
COc1ccc(NC(=O)CSc2nnc(-c3ccncc3)n2C)cc1	21.5	-8.8	-1.8	-7.9	-2.7	-21.4	1.4	-14.0	4.1	-1.5	13.6
COC(=O)/C(=C/c1ccc2c(c1)c1ccccc1n2C)NC(=O)c1ccccc1	-6.9	-3.6	12.5	-45.6	2.1	-46.1	-6.8	5.4	-2.0	-9.7	-0.3
CCN(CC)C(=O)[C@H]1C[C@H](CC(=O)NC/C=C(\C)CCC=C(C)C)C(=O)N2CCc3c([nH]c4cc(CCC(=O)N(C)C)ccc34)[C@]12C	-7.1	-17.7	0.3	6.2	2.4	8.4	·	5.3	89.8*	-7.7	-1.2
Cn1ncc2c(Nc3cccc(Cl)c3)nc(Nc3cccc(Cl)c3)nc21	-1.5	-8.9	-4.0	21.3	-28.2	11.1	5.5	59.5*	21.3	-7.4	2.2
COc1cccc(NC(=O)CCC2CCN(C(=O)Cc3cccc(F)c3)CC2)c1	-3.8	-3.8	-3.7	-4.6	19.2	-5.4	-6.3	0.7	7.8	4.3	-9.3
CCOC(=O)C1CCCN(c2c(NCCN3CCCCC3C)c(=O)c2=O)C1 (stereo unspecified)	-4.6	-34.8	1.8	-6.4	-18.6	1.5	5.7	1.0	-14.4	-10.3	-5.5
Cc1cc(SCC(=O)c2ccccc2)nc(C)n1	17.6	-33.0	-18.0	-10.3	-115.2	-12.5	-34.3	-1.8	-45.3	1.1	-79.5
COc1cccc(NC(=O)CN(C)C(=O)/C=C/c2ccc3ccccc3n2)c1	-1.1	-6.5	-3.0	10.2	20.2	22.2	-3.2	3.3	-12.0	2.9	0.5
Cc1[nH]c2ccccc2c1C(=O)CSC(=S)N1CCN(C)CC1	-6.7	-7.5	-11.3	-27.2	-18.0	2.6	-45.1	-25.0	-30.8	18.6	-22.3
COc1ccc(CCNC(=O)c2ccc3c(c2)SC2=NS(=O)(=O)CCN23)cc1	-20.1	1.8	-6.9	-5.0	-5.2	13.2	3.7	-6.2	10.1	-9.5	-1.1
CNC(=O)NC(=O)CSc1nc2cc(C(=O)OC)ccc2c(=O)n1-c1ccccc1	1.2	5.3	-5.4	-8.9	-5.2	-13.5	-9.7	-5.5	-47.3	-12.6	-10.2
Cc1cc(C)nc(SC(C)C(=O)O)n1 (stereo unspecified)	4.7	-3.2	0.1	15.0	-1.3	-11.7	0.1	-3.1	10.2	-15.1	-17.8
COc1ccc(NS(=O)(=O)c2ccc(C(=O)N3CCCCCC3)cc2)cc1	-9.6	16.0	19.7	18.1	4.2	-3.9	20.7	23.3	82.4*	9.7	15.6
O=c1c(/C=N/O)c(Nc2ccccc2)nc2ccccn12	8.3	30.8	-2.2	-3.0	12.3	-4.6	2.5	6.8	7.0	8.8	4.1
COCCN(Cc1cn(C)nc1-c1ccc(Oc2ccccc2)cc1)C(C)C	-3.1	-2.4	-7.0	-9.1	8.8	9.3	13.5	-1.9	7.0	-7.0	1.4
O=C(NCC(F)(F)F)c1csc([C@@H]2O[C@H](CO)[C@H](O)[C@H](O)[C@H]2O)n1	-0.2	-54.5	·	-5.8	-1.6	17.5	5.0	-2.8	-8.2	-18.8	10.6
C/C(=C/C(=O)N1CCN(C)CC1)C(=O)O	29.6	14.4	2.5	14.5	-15.3	-17.0	6.2	-17.3	-3.6	-8.8	-1.8
